WRN inhibitor – inhibitors of human WRN helicase; hit rate 0.46% among 360,000; WRN helicase unwinding, fluorescent forked duplex, kinetic; Potency, µM (titrated, usually from 114 µM), inactives show at the highest dose activity change, negative = inhibition, most hits filed as inhibitors; also: potency is read from the fitted curve at half-maximal effect; % is scaled to controls: 0 for no effect and ±100 for the full control effect; nearly all actives have a fitted effect of over 55% in size
Target sequence (Q14191 whole entry, looked up): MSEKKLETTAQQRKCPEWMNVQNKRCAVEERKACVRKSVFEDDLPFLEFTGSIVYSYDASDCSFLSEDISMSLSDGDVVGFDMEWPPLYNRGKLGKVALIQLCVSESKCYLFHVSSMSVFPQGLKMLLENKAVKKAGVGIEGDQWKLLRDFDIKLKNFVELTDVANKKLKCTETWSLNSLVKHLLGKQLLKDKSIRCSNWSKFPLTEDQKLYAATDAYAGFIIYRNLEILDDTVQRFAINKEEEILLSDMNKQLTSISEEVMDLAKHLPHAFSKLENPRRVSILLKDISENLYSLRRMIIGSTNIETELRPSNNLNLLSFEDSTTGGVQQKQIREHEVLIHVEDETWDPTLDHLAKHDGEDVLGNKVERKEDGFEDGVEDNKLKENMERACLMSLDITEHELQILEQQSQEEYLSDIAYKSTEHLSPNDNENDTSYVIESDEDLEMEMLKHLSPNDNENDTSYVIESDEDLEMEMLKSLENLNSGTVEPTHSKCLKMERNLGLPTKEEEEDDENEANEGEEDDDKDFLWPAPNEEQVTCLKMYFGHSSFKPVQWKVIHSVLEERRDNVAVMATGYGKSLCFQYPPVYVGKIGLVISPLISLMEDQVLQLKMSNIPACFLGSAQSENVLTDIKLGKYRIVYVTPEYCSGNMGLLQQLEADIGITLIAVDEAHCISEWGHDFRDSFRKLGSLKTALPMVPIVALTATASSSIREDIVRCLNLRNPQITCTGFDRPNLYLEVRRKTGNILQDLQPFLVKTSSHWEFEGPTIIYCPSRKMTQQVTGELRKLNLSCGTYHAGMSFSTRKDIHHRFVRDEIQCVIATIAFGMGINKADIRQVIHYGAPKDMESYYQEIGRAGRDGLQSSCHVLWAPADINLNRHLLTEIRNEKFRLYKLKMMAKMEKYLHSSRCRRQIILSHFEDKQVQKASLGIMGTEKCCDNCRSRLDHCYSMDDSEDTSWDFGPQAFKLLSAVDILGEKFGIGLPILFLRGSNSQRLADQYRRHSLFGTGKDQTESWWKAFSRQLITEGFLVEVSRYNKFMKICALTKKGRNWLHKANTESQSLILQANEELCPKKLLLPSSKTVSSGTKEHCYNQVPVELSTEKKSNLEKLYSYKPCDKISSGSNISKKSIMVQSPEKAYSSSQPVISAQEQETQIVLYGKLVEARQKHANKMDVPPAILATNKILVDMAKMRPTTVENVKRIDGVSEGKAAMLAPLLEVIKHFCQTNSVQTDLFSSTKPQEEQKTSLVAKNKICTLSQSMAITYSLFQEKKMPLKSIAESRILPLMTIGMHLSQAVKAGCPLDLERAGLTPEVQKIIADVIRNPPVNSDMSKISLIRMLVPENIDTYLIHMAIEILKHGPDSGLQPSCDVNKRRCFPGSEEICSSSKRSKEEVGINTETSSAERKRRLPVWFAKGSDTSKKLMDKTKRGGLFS
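Enzyme (20 nM final) and test compound sit together 15 min at room temperature before substrate addition. Substrate is a single-forked duplex oligonucleotide (100 nM) labelled with fluorophore and quencher, with 2 mM ATP; helicase unwinding raises red fluorescence, read kinetically.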
KB-V1 cytotox – kills drug-selected multidrug resistant KB-V1 cells. KB-V1 MDR cells viability, CellTiter-Glo, 72 h. hit rate 3.4% among 400,000. Potency, µM (series often up to 46.1 µM), inactives show top-dose activity change, negative = cytotoxicity, most hits filed as cytotoxic; also: potency is read from the fitted curve at half-maximal effect; % is scaled to controls: 0 for no effect and ±100 for the full control effect; nearly all actives have a fitted effect of over 60% in size
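Compound-treated KB-V1 multidrug-resistant cells, 72 h, 37 degrees C; viability by CellTiter-Glo. Fitted qHTS curves give the values.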
IL1B secr inh – inflammasome signaling inhibition, IL-1 beta readout. activity change, % at 57.5 µM. THP-1 LPS/ATP IL-1B secretion, AlphaLISA, 16 h; hits give low values. hit rate 4.7% among 360,000; in the data active = activity change below about -50%; inconclusive = mostly about -30% to -49%; also: % is scaled to controls: 0 for no effect and ±100 for the full control effect
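THP-1 cells pretreated 1 hr with compounds (up to 57.5 uM final), then stimulated with LPS (250 ng/mL final) plus ATP (1.25 mM final); secreted IL-1B measured by AlphaLISA after 16 hr, decreased signal indicating inhibition.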
SW480 rereplic – induces DNA re-replication in SW480 colon adenocarcinoma cells. hit rate 1.8% among 340,000. Potency, µM (titrated, usually from 46.1 µM), for the others: top-dose re-replication activation, actives largely listed as activators. AID 624297. SW480 DNA re-replication, Hoechst DNA content imaging, 48 h; also: potency is read from the fitted curve at half-maximal effect; % of control where 0% means no effect; nearly all actives have a fitted effect of over 55% in size
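Hoechst fluorescence of nuclei (405 nm excitation, 500-530 nm emission) measured by plate-scanning imager after 48 hr compound exposure at 37 C; re-replication scored as increased number of nuclei with elevated intensity.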
HT1080 IDH1KD tx – toxicity to HT-1080 IDH1 knockdown cells (counter line); HT-1080 IDH1 knockdown viability, ATP luminescence, 48 h; Potency, µM (doses to about 46.1 µM), for inactives: top-dose activity, negative = toxicity, usual class: cytotoxic; hit rate 2% among 360,000;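 also: potency is read from the fitted curve at half-maximal effect; 0% = DMSO wells and -100% = cell-free medium wells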
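Using the IDH1-knockdown HT-1080 line run in the same batch and compound series as the NT line, viability after 48 h at 37 °C was determined by CellTiter-Glo luminescence and expressed as % activity.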
MCF10A rereplic – DNA re-replication induction in MCF 10a cells; MCF 10A DNA re-replication, Hoechst nuclear intensity, 48 h; Potency, µM (titrated, usually from 46.1 µM), inactives show at the highest dose activity, positive = re-replication, hits mostly activators; hit rate 2.9% among 350,000; also: potency is read from the fitted curve at half-maximal effect; % of control where 0% means no effect; nearly all actives have a fitted effect of over 50% in size
HT1080-NT tox – kills 2HG-producing HT-1080-NT fibrosarcoma cells; AID 686970; Potency, µM (top dose mostly 46.1 µM), for the others: at the top dose activity, negative = less viability, usual class: cytotoxic; hit rate 1.6% among 360,000; HT-1080-NT fibrosarcoma viability, CellTiter-Glo ATP luminescence, 48 h;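 also: NT is the 2HG producing partner of a matched IDH1 knockdown line; potency is read from the fitted curve at half-maximal effect; 0% = DMSO-treated cells and -100% = media-only wells without cells; nearly all actives have a fitted effect of over 55% in size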
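HT-1080-NT; 750 cells/well; 5% FBS RPMI; 48 h compound, 37 degrees C; CellTiter-Glo luminescence; curve fitting and curve-class assignment.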
KB-3-1 cytotox – kills parental KB-3-1 adenocarcinoma cells. KB-3-1 viability, CellTiter-Glo ATP luminescence, 72 h. AID 1347075. hit rate 1.4% among 400,000. Potency, µM (titrated, usually from 46.1 µM), for inactives: top-dose activity change, negative = cytotoxic, most hits filed as cytotoxic; also: potency is read from the fitted curve at half-maximal effect; % is scaled to controls: 0 for no effect and ±100 for the full control effect; nearly all actives have a fitted effect of over 60% in size
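Viability of parental KB-3-1 cells, measured by CellTiter-Glo luminescence, followed a 72 h incubation at 37 °C with pinned compounds in phenol-red-free DMEM containing 10% FBS.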
ATXN2 expr inh – inhibitors of ATXN2 expression; AID 1745845; HEK-293 ATXN2-luciferase reporter, luminescence, 24 h; Potency, µM (titrated, usually from 57 µM), inactives show at the highest dose activity change, negative = inhibition, usual class: inhibitors; hit rate 0.72% among 360,000; also: potency is read from the fitted curve at half-maximal effect; % is scaled to controls: 0 for no effect and ±100 for the full control effect; nearly all actives have a fitted effect of over 55% in size
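qHTS (up to 57 uM final) was run with 24 h compound exposure of reporter cells at 37 °C. Each well was multiplexed: SteadyGlo luminescence measured ATXN2-luciferase expression after a fluorogenic Gly-Phe-AFC viability readout (25 uM final).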
Numbers without * were called inactive; ? = inconclusive; . = no result given; [ ] = remark or other dose. Unless noted, calls follow the shape of the dose curve; as a rule, active = well fitted curve in the direction sought with a large enough effect; inconclusive = small, poorly fitted or top-dose-only effect, or another doubt; inactive = no such curve, though single readings can be large; an effect the other way counts as inactive or inconclusive.

SMILES	WRN inhibitor	KB-V1 cytotox	IL1B secr inh	SW480 rereplic	HT1080 IDH1KD tx	MCF10A rereplic	HT1080-NT tox	KB-3-1 cytotox	ATXN2 expr inh
CCN1CCN(C(=O)C2CCN(C(=O)Nc3ccccc3)CC2)CC1	9%	0%	6	-34%	6%	-5%	12%	15%	5%
COc1ccc(NC(=O)COC(=O)C2CCCN2C(=O)OC(C)(C)C)cc1Cl (stereo not given)	-7%	-5%	?	.	5%	.	7%	0%	.
CCCOC(=O)c1ccc(NC(=O)C(=O)NCC2CCCO2)cc1 (stereo not given)	7%	-23%	8	?	6%	2%	13%	3%	7%
CC(C)(C)OC(=O)NCCC(=O)N/N=C/c1ccc2nccnc2c1	-11%	-6%	.	-8%	12%	?	0%	14%	-3%
CC(=O)Nc1cccc(-c2nnc(SCc3ccccc3C#N)n2C)c1	-2%	0%	-3	-10%	-2%	2%	4%	-1%	16%
CCOc1ccc(NC(=O)COC(=O)c2cc(S(=O)(=O)N3CCCC3)ccc2C)cc1	-3%	-30%	-15	-11%	-12%	?	0%[9.24 µM]	-3%	-13%
CC(C)n1c(N2CCN(C(=O)c3cccs3)CC2)nc2ccccc21	-4%	0%	-9	1%	-3%	-1%	-3%	-7%	-4%
O=C1c2ccccc2C(=O)N1CCn1nc(Cl)nc1Cl	-11%	18%	-4	2%	9%	0%	14%	3%	-6%
CC(=O)c1ccc(NS(=O)(=O)c2ccc([N+](=O)[O-])cc2)cc1	0%	?	-9	-10%	2%	-29%	6%	-1%	6%
NC(=S)NN=C(c1ccccc1)c1ccccc1	-1%	-5%	-15	-9%	-12%	4%	-17%	-7%	-23%
CCCCOc1ccc2ccccc2c1C=O	4%	22%	5	-1%	-1%	-3%	2%	10%	22%
CN(C)C(=O)c1cc2cc([N+](=O)[O-])ccc2s1	-35%[57.1 µM]	-11%	5	?	0%	?	-4%	-19%	9%
Cc1cc(C)cc(OCC(=O)N2CCN(c3ncccn3)CC2)c1	-10%	1%	17	-2%	-4%	13%	-1%	-8%	-5%
COc1ccc(N2CCN(C(=O)/C=C/[C@H]3O[C@@H](n4ccc(=O)[nH]c4=O)[C@H](O)[C@@H]3O)CC2)cc1	-4%	0%	11	.	9%	.	2%	0%	13%
COc1cc(-c2nc3cnccn3c2Nc2ccc(C(C)C)cc2)ccc1O	-10%	10%	-81*	1%	?	1%	?	7%	?

Part of the list above in a different format.
Results follow in this order: WRN inhibitor	KB-V1 cytotox	IL1B secr inh	SW480 rereplic	HT1080 IDH1KD tx	MCF10A rereplic	HT1080-NT tox	KB-3-1 cytotox	ATXN2 expr inh
- COc1cc(-c2nc3cnccn3c2Nc2ccc(C(C)C)cc2)ccc1O
→ -10%	10%	-81*	1%	?	1%	?	7%	?
- CCCOC(=O)c1ccc(NC(=O)C(=O)NCC2CCCO2)cc1 (stereo not given)
→ 7%	-23%	8	?	6%	2%	13%	3%	7%

Quoted from the listing.
`CCCOC(=O)c1ccc(NC(=O)C(=O)NCC2CCCO2)cc1` (stereo not given) – ATXN2 expr inh: 7%
`NC(=S)NN=C(c1ccccc1)c1ccccc1` – IL1B secr inh: -15
`Cc1cc(C)cc(OCC(=O)N2CCN(c3ncccn3)CC2)c1` – ATXN2 expr inh: -5%
`CC(=O)c1ccc(NS(=O)(=O)c2ccc([N+](=O)[O-])cc2)cc1` – KB-3-1 cytotox: -1%

The main list resumes with the 2 entries that preceded the break.
SMILES	WRN inhibitor	KB-V1 cytotox	IL1B secr inh	SW480 rereplic	HT1080 IDH1KD tx	MCF10A rereplic	HT1080-NT tox	KB-3-1 cytotox	ATXN2 expr inh
COc1ccc(N2CCN(C(=O)/C=C/[C@H]3O[C@@H](n4ccc(=O)[nH]c4=O)[C@H](O)[C@@H]3O)CC2)cc1	-4%	0%	11	.	9%	.	2%	0%	13%
COc1cc(-c2nc3cnccn3c2Nc2ccc(C(C)C)cc2)ccc1O	-10%	10%	-81*	1%	?	1%	?	7%	?
CCNS(=O)(=O)c1ccc(CCC(=O)N2CCC(C)CC2)cc1	1%	-6%	0	-18%	4%	3%	9%	4%	-12%
CCN(CC)CCNC(=O)c1ccc(Sc2ccc(C)cc2)c(NC(C)=O)c1	1%	-6%	0	-7%	-2%	19%	-2%	-3%	.
COC(=O)c1c(-c2ccccc2)c[nH]c1C	-5%	?	-15	-17%	-10%	11%	-3%	?	26%
O=C1CC(C(=O)NCc2ccccc2)N=C(N2CCCCC2)N1 (stereo not given)	8%	15%	-7	-7%	0%	0%	8%	3%	-7%
Cc1cccc(C)c1NC(=O)C1c2ccccc2OCC(=O)N1CCc1ccccc1 (stereo not given)	-3%	2%	-16	.	-2%	.	-15%	-2%	-1%
O=C(N/N=C\C=C\c1ccc2c(c1)OCO2)c1cccnc1	-3%	-8%	-1	?	-5%	-8%	-7%	?	.
CC(C(=O)NCC1(c2ccccc2)CCOCC1)N1CCOCC1 (stereo not given)	-7%	16%	45	-10%	4%	-3%	0%	1%	1%
Cc1cc(/C=C(\C#N)C(=O)Nc2ccccc2)c(C)n1-c1ccc2c(c1)OCO2	1%	?	?	3.7µM*	?	?	?	3%	7%
NS(=O)(=O)c1ccc(NC(=O)C2(c3ccccc3)CCCC2)cc1	-12%	?	-25	1%	-1%	17%	2%	8%	-24%
O=C(NC1CCN(Cc2ccccc2)CC1)c1ccccc1NS(=O)(=O)c1ccc(F)cc1	-28%	0%	29	2%	-17%	-1%	-1%	19%	-5%
COc1ccc(N(C(=O)C2COc3ccccc3O2)C(C(=O)NC2CCCCC2)c2ccccc2)cc1OC (stereo not given)	-13%	-6%	4	?	3%	20%	8%	?	0%
CCn1c(SCC(=O)N2CCOCC2)nc2c([nH]c3ccccc32)c1=O	10%	-9%	20	-4%	-5%	3%	-6%	12%	-9%
C/C(=N\NC(=O)Cc1ccc(Cl)cc1)c1ccccn1	-8%	?	-103*	-2%	2.5µM*	-9%	1.8µM*	?	3.2µM*
COc1ccc(NC(=O)NC(C)c2ccc3c(c2)OCO3)c(OC)c1 (stereo not given)	6%	-27%	3	-1%	1%	17%	1%	-4%	4%
CCCCn1nnc(NC(=O)c2ccc(-c3ccccc3)cc2)n1	9%	-14%	1	0%	?	-4%	-8%	12%	-4%

Exported bar-delimited: 4 of the compounds above.
Compound | WRN inhibitor | KB-V1 cytotox | IL1B secr inh | SW480 rereplic | HT1080 IDH1KD tx | MCF10A rereplic | HT1080-NT tox | KB-3-1 cytotox | ATXN2 expr inh
CCNS(=O)(=O)c1ccc(CCC(=O)N2CCC(C)CC2)cc1 | 1% | -6% | 0 | -18% | 4% | 3% | 9% | 4% | -12%
CCN(CC)CCNC(=O)c1ccc(Sc2ccc(C)cc2)c(NC(C)=O)c1 | 1% | -6% | 0 | -7% | -2% | 19% | -2% | -3% | .
COC(=O)c1c(-c2ccccc2)c[nH]c1C | -5% | ? | -15 | -17% | -10% | 11% | -3% | ? | 26%
O=C1CC(C(=O)NCc2ccccc2)N=C(N2CCCCC2)N1 (stereo not given) | 8% | 15% | -7 | -7% | 0% | 0% | 8% | 3% | -7%

Carrying on.
SMILES	WRN inhibitor	KB-V1 cytotox	IL1B secr inh	SW480 rereplic	HT1080 IDH1KD tx	MCF10A rereplic	HT1080-NT tox	KB-3-1 cytotox	ATXN2 expr inh
CCN(C(=S)NC(=O)c1ccco1)c1cccc2ccccc12	11%	?	54	-15%	-1%	?	0%	-8%	-6%
COc1ccc(N(CC(=O)N/N=C/c2ccc(N(C)C)cc2)S(=O)(=O)c2ccccc2)cc1	-3%	13%	-10	12%	-12%	11%	-9%	15%	-1%
Cc1ccnc2nc(C(=O)OCC(=O)N(CC(C)C)C3CCS(=O)(=O)C3)nn12 (stereo not given)	12%	?	0	-15%	-2%	9%	3%[9.24 µM]	24%	7%
COc1ccc(CCNC(=O)Cc2ccc3c(c2)OCO3)cc1OC	3%	-17%	-10	1%	16%	5%	-1%	5%	-18%
C=CCSC1=C(C#N)C(c2cccc(OC)c2)CC(=O)N1 (stereo not given)	-10%[57.1 µM]	2%	5	2%	16%	-25%	?	-1%	-9%
CSc1nc(N)nc(SCC(=O)c2ccc(C)cc2)c1C#N	2%	0%	-3	?	?	5.8µM*	?	-17%	8%
O=C(OCc1ccc([N+](=O)[O-])cc1)c1ccc(N2CCCC2)c([N+](=O)[O-])c1	3%	8%	5	-8%	2%	0%	13%	14%	0%
O=C(NN=Cc1ccccc1Cl)c1cccc2ccccc12	-2%	0%	16	-4%	16%	-2%	14%	9%	-2%
Cc1cc(CNC(=O)C2(C(F)(F)F)C/C(=C\Cc3ccccc3)CCCO2)nn1C (stereo not given)	-2%	-5%	25	15%[9.22 µM]	18%	-2%	7%	4%	0%
C[C@H](CO)N1C[C@H](C)[C@H](CN(C)S(=O)(=O)c2cn(C)cn2)OCc2cnnn2CCCC1=O	-7%	0%	19	.	-2%	.	0%	6%	-2%
COc1cccc(NC(=O)CSc2ccc3nnc(CCNC(=O)c4ccccc4)n3n2)c1	6%	?	-2	-23%	-8%	-2%	9%	30%	6%
COC1CCN(Cc2c(C(=O)N3CCc4ccccc4C3)nc3ccc(Cl)cn23)CC1	-10%	.	3	-5%	11%	4%	0%	.	9%
Cc1oc2nc(SCCCC(=O)NCCO)nc(N)c2c1C	-4%	15%	?	2%	2%	-6%	2%	1%	3%
